D1 antagonist: Antagonist of Human D 1 Dopamine Receptor: qHTS; HEK293 TREx D1 cells, calcium flux, dopamine EC80; hits give low values; activity change, negative = inhibition, % at 10 µM; 360,000 compounds, 3.2% hits; in the data active = activity change below about -30%; note: % is set by controls: 0 for no effect and ±100 for the full control effect
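Using tetracycline-induced force-coupled D1 Hek293 cells and a calcium dye, signals were followed for 180 s after compound, then for 180 s after EC80 dopamine, to detect inhibitors.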
D2 antag: HTS Assay for Allosteric Antagonists of the Human D2 Dopamine Receptor: Primary Screen for Antagonists | HEK293 TREx D2 cells, calcium flux, dopamine EC80 | AID 485344, 2010 | inhibition, % at 10 µM | 340,000 compounds, 2% hits | D(2) dopamine receptor (Homo sapiens), P14416; in the data active = inhibition above about 30%; note: 0% is about no effect
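Calcium flux kinetic readout in an inducible HEK293 TREx D2 line plated overnight at 30 C. After 180 s compound exposure, an EC80 dopamine challenge follows with another 180 s kinetic read to detect antagonism.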
RXFP1 antag: qHTS Assay for Antagonists of the Relaxin Receptor RXFP1; Relaxin receptor 1 (Homo sapiens), Q9HBX9; HEK293-RXFP1, relaxin-stimulated cAMP HTRF, 30 min; hits give low values; activity change, negative = inhibition, % at 57.5 µM; 350,000 compounds, 0.59% hits; AID 1259400, 2018;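 active = activity change of -60% or lower, but not beyond a set lower limit; inconclusive = change between -60% and -40%, or beyond the set limit; inactive = change above -40%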; note: % is set by controls: 0 for no effect and ±100 for the full control effect
Target sequence (Q9HBX9 whole entry, looked up): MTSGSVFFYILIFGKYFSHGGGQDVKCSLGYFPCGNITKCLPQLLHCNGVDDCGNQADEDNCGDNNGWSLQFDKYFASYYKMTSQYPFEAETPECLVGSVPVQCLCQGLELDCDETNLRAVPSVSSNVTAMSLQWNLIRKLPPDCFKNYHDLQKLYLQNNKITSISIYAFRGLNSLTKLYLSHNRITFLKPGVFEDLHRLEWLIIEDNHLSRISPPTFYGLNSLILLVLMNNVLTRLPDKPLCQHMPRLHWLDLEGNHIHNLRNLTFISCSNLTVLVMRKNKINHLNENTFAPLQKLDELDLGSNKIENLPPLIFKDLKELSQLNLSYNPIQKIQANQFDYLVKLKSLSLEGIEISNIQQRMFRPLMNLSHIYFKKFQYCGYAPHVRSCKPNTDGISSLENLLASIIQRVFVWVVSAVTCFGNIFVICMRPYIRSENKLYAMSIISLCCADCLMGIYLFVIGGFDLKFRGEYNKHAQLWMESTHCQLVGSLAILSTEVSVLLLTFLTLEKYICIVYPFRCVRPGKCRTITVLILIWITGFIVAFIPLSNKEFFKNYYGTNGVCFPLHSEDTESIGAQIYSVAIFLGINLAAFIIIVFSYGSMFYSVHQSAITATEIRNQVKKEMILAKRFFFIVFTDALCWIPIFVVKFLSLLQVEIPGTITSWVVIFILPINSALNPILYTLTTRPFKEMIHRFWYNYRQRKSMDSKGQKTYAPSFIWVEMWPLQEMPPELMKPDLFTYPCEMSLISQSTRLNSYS
TRHR agonist: qHTS for Small Molecule Agonists and Allosteric Enhancers of Human TRH Receptor: Primary Screen for Agonists; 360,000 compounds, 0.18% hits; activation, % at 2 µM; TRHR cells, calcium flux fluo-8, FDSS agonist mode; Thyrotropin-releasing hormone receptor (Homo sapiens), P34981; note: 0% is about no effect
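Steps: seed TRHR cells overnight; add fluo-8 no-wash Ca dye, RT 30 min–1.5 h; record 10 s baseline; pin-transfer compounds; monitor fluorescence 1 cycle/s for the agonist window. Calcium increases flag candidate agonists.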
D2 potentiator: HTS Assay for Positive Allosteric Modulators of the Human D2 Dopamine Receptor: Primary Screen for Potentiators; D(2) dopamine receptor (Homo sapiens), P14416; HEK293 T-REx D2, calcium flux, EC20 dopamine potentiation; potentiation, % at 10 µM; 340,000 compounds, 0.34% hits;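 active = potentiation over 3 SD above the plate norm, cut at about 30% in these data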; note: 0% is about no effect
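Tetracycline-induced Hek293 Trex D2 cells, force-coupled to calcium, loaded with no-wash calcium dye. Compound added with 180 s kinetic read for agonism, then EC20 dopamine and a further 180 s read for potentiation.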
D1 potentiator: Potentiators of Human D1 Dopamine Receptor: qHTS; D(1A) dopamine receptor (Homo sapiens), P21728; 360,000 compounds, 0.036% hits; potentiation, % at 10 µM; HEK293 TREx D1 cells, calcium flux, dopamine EC20 potentiation; AID 504651, 2011; in the data active = potentiation above about 30%; note: 0% is about no effect
D2 agonist: HTS Assay for Allosteric Agonists of the Human D2 Dopamine Receptor: Primary Screen for Agonists | activation, % at 2 µM | 340,000 compounds, 0.53% hits | D(2) dopamine receptor (Homo sapiens), P14416 | HEK293 T-REx D2 cells, calcium flux agonist mode;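 active = activation over 3 SD above normal in the single-dose calcium agonist read, cut at about 30% in these data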; note: 0% is about no effect
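Agonism is scored from calcium flux in a force-coupled, inducible HEK293 cell line expressing D2, read kinetically for 180 s after compound addition against dopamine controls.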
TRHR enhancer: qHTS for Small Molecule Agonists and Allosteric Enhancers of Human TRH Receptor: Primary Screen for Enhancers; AID 493056, 2011; enhancement, % at 2 µM; Thyrotropin-releasing hormone receptor (Homo sapiens), P34981; TRHR cells, fluo-8 calcium fluorescence, EC20 TRH enhancement; 360,000 compounds, 0.66% hits; in the data active = enhancement above about 30%; note: 0% is about no effect
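Enhancer read-out: after compound pinning and an initial kinetic agonist-mode read, an EC20 of TRH (10 nM final) was injected and fluo-8 calcium signal (Ex 480/Em 530) followed at 1 s/cycle for 100 cycles in TRHR-expressing cells.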
D1 ag: Allosteric Agonists of the Human D1 Dopamine Receptor: qHTS. D(1A) dopamine receptor (Homo sapiens), P21728. HEK293 T-REx D1 cells, calcium flux, agonist mode. activation, % at 2 µM. 360,000 compounds, 1% hits; note: 0% is about no effect
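Agonism was scored from calcium flux recorded over 180 s (1 read/s) after pintool compound addition, following a 10-cycle baseline. Cells were inducible force-coupled HEK293 TREx D1, plated overnight at 30 C and loaded with no-wash calcium dye.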
The depositor's hits bear a star; ? = inconclusive; · = not tested or not shown. Cut-off read from the data, not from the text of the source, unless noted: active = activation above about 30%; inactive = the rest. No enrichment for hits, and some 7.1% of all compounds hit somewhere here.

#	Compound	RXFP1 antag	D2 antag	TRHR enhancer	D1 potentiator	D1 antagonist
1	Cc1ccc(OCCCC(=O)Nc2nccs2)cc1	-2	-9	6	-2	-6
2	C[C@H]1C=C(C(=O)NC2CC2)O[C@@H](OCc2ccc(CO)cc2)C1	·	1	3	-2	-9
3	COc1ccc(-c2nnn(CC(=O)N(Cc3cccs3)C(C)C(=O)NCCC(C)C)n2)cc1OC (stereo not drawn)	12	-17	-1	-5	3
4	CCOc1cc(C(C(=O)NCC2CCCO2)N(C(=O)Cn2nnc3ccccc32)c2ccc(NC(C)=O)cc2)ccc1O (stereo not drawn)	-8	0	9	-2	17
5	COc1ccccc1OCCC(=O)OCC(=O)Nc1ccc(Br)cc1	7	91*	-26	-8	-30
6	CCn1c(SCc2nc3cc(OC)c(OC)cc3c(=O)[nH]2)nnc1-c1ccncc1	-7	2	0	-5	9
7	Cc1cccc(N(C)S(=O)(=O)c2cc(-c3cnc(C4CC4)o3)ccc2C)c1	-22	·	7	1	-32*
8	COc1ccc(N2CC(C(=O)Nc3nc(-c4ccccc4)c(C(C)=O)s3)CC2=O)c(OC)c1 (stereo not drawn)	2	0	16	4	-1
9	COc1ccc(C2=C(CC(=O)O)C(=O)CC2)cc1	-5	·	8	-2	-1
10	COc1cccc(/C=C(\C#N)c2nc3ccccc3[nH]2)c1OCC(=O)O	5	-6	-2	0	5
11	O=C(O)/C(=C\C(=O)c1ccccc1)Nc1ccccc1	·	·	10	-3	4
12	O=C(COc1ccccc1Cl)N1CCN(c2ccc([N+](=O)[O-])c(N3CCCCC3)c2)CC1	2	-1	5	4	1
13	CCN(c1ccccc1)S(=O)(=O)c1ccc(OC)c(NC(=O)Cc2ccc(OC)c(OC)c2)c1	6	-8	-12	-2	-17
14	Cc1ccc2[nH]cc(CCNC(=O)/C=C/c3ccco3)c2c1	5	-3	0	-2	-11
15	CNC(=O)c1cc(-c2ccc(Cl)cc2)n(-c2ccccc2)n1	14	-15	-5	-2	-18

#	D2 agonist	D2 potentiator	TRHR agonist	D1 ag
1	0.0	-7	-0.2	2
2	-0.2	-7	0.0	3
3	-1.2	-8	-0.7	-1
4	0.4	1	0.0	1
5	-0.2	-24	-0.8	1
6	-0.4	-5	0.1	2
7	·	7	-0.9	19
8	0.5	-7	0.6	2
9	·	·	0.2	2
10	0.7	15	0.7	7
11	·	·	1.0	4
12	-1.8	2	-0.4	7
13	0.5	1	0.3	10
14	-0.9	-2	0.4	-1
15	1.0	-3	1.2	2

Remaining list, next part.
#	Compound	RXFP1 antag	D2 antag	TRHR enhancer	D1 potentiator	D1 antagonist
16	Cc1ccc(S(=O)(=O)NCC(c2cccnc2)N2CCOCC2)cc1 (stereo not drawn)	9	·	6	2	3
17	O=C(Nc1ccccc1N1CCCC1)c1ccc([N+](=O)[O-])cc1Cl	-18	3	-1	0	4
18	Cc1noc(/C=C/N(C)C)c1S(=O)(=O)N(C)CC(=O)N1CCc2ccccc21	-4	-7	-5	-5	-7
19	Cc1cc(C)n2c(SCC(=O)Nc3c(C)n(C)n(-c4ccccc4)c3=O)nnc2n1	-10	-7	-6	-2	-1
20	OCC1(CCc2ccccc2)CCN(Cc2ccc(OC(F)F)cc2)CC1	-11	10	11	-3	-20
21	COc1cccc(-n2nnnc2SCC(=O)N2CCCc3ccccc32)c1	7	-5	-4	-12	-19
22	COc1cccc(-n2nnnc2SCC(=O)Nc2cccc(C)n2)c1	-3	17	6	1	-22
23	Cc1ccc(NC(=O)CC2SC(=NC3CCCCC3)NC2=O)cc1 (stereo not drawn)	-4	24	5	2	-3
24	Cc1cc(C)c2sc(N(CCCN(C)C)C(=O)c3ccc(S(=O)(=O)N4CCCc5ccccc54)cc3)nc2c1	·	2	1	0	7
25	COc1cc(OC)c(-c2sc(Nc3ccccc3)n[n+]2-c2ccc(F)cc2)cc1OC	·	0	-4	-4	2
26	Cc1occc1-c1nnc(SCC(=O)c2ccc(F)cc2)n1Cc1ccco1	-1	·	2	-4	-12
27	Cc1ccc(-n2ncc(C(=O)NCCN3CCc4ccccc4C3)c2C2CCN(C(=O)OC(C)(C)C)CC2)cc1	-40	·	-3	5	9
28	CCc1ccc(C2c3[nH]c4ccccc4c3CCN2C(=O)CNC(N)=O)cc1 (stereo not drawn)	?	·	0	1	-24
29	O=C(OCCCCOC(=O)c1ccccc1)c1ccccc1	?	-10	-3	-7	5
30	COc1ccc2cc3cc(C(=O)NCCc4ccccc4)sc3nc2c1Cl	-4	·	1	-2	6

#	D2 agonist	D2 potentiator	TRHR agonist	D1 ag
16	·	·	0.4	2
17	-0.5	-3	-2.7	0
18	0.1	-1	0.2	1
19	0.6	10	0.6	-3
20	-0.2	2	-0.4	0
21	0.4	-4	-0.3	3
22	-0.8	-1	0.2	-1
23	-8.5	10	-0.3	0
24	-0.2	-7	1.5	6
25	0.0	-6	0.0	0
26	·	7	-1.0	2
27	·	-20	0.3	6
28	·	·	0.5	1
29	-0.7	7	0.0	1
30	0.8	-6	0.3	1

Two records drawn at random from those above, as already listed:
#	Compound	RXFP1 antag	D2 antag	TRHR enhancer	D1 potentiator	D1 antagonist
5	COc1ccccc1OCCC(=O)OCC(=O)Nc1ccc(Br)cc1	7	91*	-26	-8	-30
18	Cc1noc(/C=C/N(C)C)c1S(=O)(=O)N(C)CC(=O)N1CCc2ccccc21	-4	-7	-5	-5	-7

#	D2 agonist	D2 potentiator	TRHR agonist	D1 ag
5	-0.2	-24	-0.8	1
18	0.1	-1	0.2	1

Later entries
#	Compound	RXFP1 antag	D2 antag	TRHR enhancer	D1 potentiator	D1 antagonist
31	COc1ccc(-c2cc(C(F)(F)F)n3nc(C(=O)Nc4sc5c(c4C(=O)OC(C)C)CCCC5)cc3n2)cc1OC	-10	·	14	-2	19
32	CC(C)(C)c1cc(NCc2ccccn2)n2ncc(-c3ccccc3)c2n1	-21	1	0	-4	5
33	O=C1CC(c2ccccc2Cl)=NN(c2ncnc3ccccc23)C1=O	-20	0	-2	-5	13
34	CCc1ccc(NC(=O)[C@H](C)NC(=O)C2CCN(C(=O)[C@@H](NC(=O)OC(C)(C)C)C(C)C)CC2)cc1	5	-1	-1	3	6
35	Cc1ccc2sc(NC(=O)c3ccc4c(c3)OCCO4)nc2c1C	-8	·	-2	7	6
36	Cc1cc(C(F)(F)F)nn1Cc1n[nH]c(=S)n1Cc1ccccc1	-12	27	-2	-4	8
37	CC(=O)Nc1ccc(S(=O)(=O)N(Cc2ccccc2)c2ccccn2)cc1	-1	-5	-1	-8	27
38	CC(C)(C)n1cn[nH]c1=S	0	-16	0	-5	24
39	CC(C)NC(=O)COc1ccc(S(=O)(=O)N2CCOCC2)cc1	19	6	-1	-1	-3
40	COc1ccc(OC2C(=O)N(Cc3ccc(F)cc3)C2c2ccc(OC)c(OC)c2)cc1 (stereo not drawn)	-21	-11	-5	-5	5
41	CC(CCc1ccccc1)NC(=O)CSc1nnnn1C (stereo not drawn)	13	2	-2	-1	-18
42	COC(=O)c1c(-c2ccccc2)csc1NC(=O)c1c(-c2ccccc2)noc1C	-14	-24	-1	-7	10
43	O=C(Nc1ccccc1N1CCCCC1)c1ccc2nccnc2c1	-14	·	-1	7	18
44	COc1cccc(CNC(=O)c2ccc(NS(=O)(=O)c3ccc4[nH]c(=O)[nH]c4c3)cc2)c1	4	-4	8	6	2

#	D2 agonist	D2 potentiator	TRHR agonist	D1 ag
31	-0.8	17	-2.7	0
32	0.0	-3	0.1	2
33	0.0	4	1.8	4
34	-0.2	-9	0.0	3
35	-0.9	-1	0.4	4
36	-0.4	-2	-1.0	2
37	-0.8	4	-0.2	-2
38	0.3	-6	0.1	2
39	0.4	1	-0.1	0
40	-0.1	-5	1.1	6
41	-0.3	1	-0.2	1
42	1.9	-6	0.6	3
43	·	·	0.0	2
44	-0.4	20	0.2	1

Entries from the list above with fluorine, in the order listed:
#	Compound	RXFP1 antag	D2 antag	TRHR enhancer	D1 potentiator	D1 antagonist
20	OCC1(CCc2ccccc2)CCN(Cc2ccc(OC(F)F)cc2)CC1	-11	10	11	-3	-20
25	COc1cc(OC)c(-c2sc(Nc3ccccc3)n[n+]2-c2ccc(F)cc2)cc1OC	·	0	-4	-4	2
26	Cc1occc1-c1nnc(SCC(=O)c2ccc(F)cc2)n1Cc1ccco1	-1	·	2	-4	-12
31	COc1ccc(-c2cc(C(F)(F)F)n3nc(C(=O)Nc4sc5c(c4C(=O)OC(C)C)CCCC5)cc3n2)cc1OC	-10	·	14	-2	19
36	Cc1cc(C(F)(F)F)nn1Cc1n[nH]c(=S)n1Cc1ccccc1	-12	27	-2	-4	8
40	COc1ccc(OC2C(=O)N(Cc3ccc(F)cc3)C2c2ccc(OC)c(OC)c2)cc1 (stereo not drawn)	-21	-11	-5	-5	5

#	D2 agonist	D2 potentiator	TRHR agonist	D1 ag
20	-0.2	2	-0.4	0
25	0.0	-6	0.0	0
26	·	7	-1.0	2
31	-0.8	17	-2.7	0
36	-0.4	-2	-1.0	2
40	-0.1	-5	1.1	6
